miR-122 sensor = miR-122 Renilla sensor signal increase in Huh7, primary screen, miR-122 inhibitor project, cell-based, single point, plate reader; Huh7 miR-122 Renilla luciferase sensor, 48 h; neutral wells = 0, positive control = 100; activation (reporter increase), % at 12.5 µM; 340,000 tested, 0.3% active;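 active = mean replicate activation score at least 90 and every replicate individually at or above 90; inconclusive = only one of the two criteria met; inactive = neither criterion met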;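 note: higher luciferase means less miR-122 activity so hits act as miR-122 inhibitors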
esBAF inh = Bmi1 luciferase reporter increase in mESCs, primary screen, esBAF inhibitor project, mouse ES cells, Bmi1 luciferase knock-in, single point. 24 h; 100% = twice the neutral-well signal. reporter increase, % at 12.5 µM. 350,000 tested, 2% active. AID 602393, 2012; in the data active = activation above about 40%; inconclusive = no clear call, values can overlap the other calls;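 note: 0% = median of the plate's neutral control wells and 100% = double that signal; a rise in the Bmi1 reporter signal indicates esBAF inhibition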
Cneo AK release = Cryptococcus neoformans cell lysis inducers, primary screen, AK release luminescence, single concentration; C. neoformans lysis, adenylate kinase release luminescence, 4 h; normalised: neutral wells 0, clomiphene wells 100; lysis activity, % at 15 µM; 360,000 tested, 0.2% active; AID 651654, 2012;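 active = mean lysis activity across replicates of at least 80%, whatever share of replicates individually reach that level; inactive = mean lysis activity below 80%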
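read-out = cell lysis signal | test system = log-phase Cryptococcus neoformans yeast cells | input = cells at 5 × 10^6 per mL | medium = fresh YPD growth medium | signal = luminescent adenylate kinase detection reagent | timing = 4 h at 37 °C static, read 1 h later | dosing = single dose | controls = Clomiphene as positive lysis control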
ARNT TACC3 PPI = disruptors of ARNT/TACC3 protein interaction, primary screen, biochemical, AlphaScreen, single concentration; Transforming acidic coiled-coil-containing protein 3 (Homo sapiens), Q9Y6A5; AlphaScreen His-ARNT PAS-B/GST-TACC3 binding, luminescence; TACC3 fragment carries E629A point mutation; inhibition, % at 9.99 µM; 390,000 tested, 0.66% active;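 active = mean inhibition of replicates at least 50% and at least half of replicates each reaching 50%; inconclusive = half or more replicates reach 50% but mean below 50%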;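 note: 0% = complete ARNT plus TACC3 wells and 100% = ARNT alone without TACC3; many hits fall short of the cut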
Statin myotox sup = suppressors of statin myotoxicity in C2C12 myotubes, primary screen, cell-based, single point, plate reader. C2C12 myotubes + simvastatin, ATP luminescence, 48 h; scaled: DMSO 0, geranylgeraniol control 100. rescue of ATP level, % at 7.49 µM. 330,000 tested, 0.78% active. AID 602340, 2012;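 active = mean ATP rescue above about 67%, or every replicate alone reaching that limit, limit read from the data, passing the limit was not always enough; inconclusive = no clear call, values can overlap the other calls; inactive = mean under the limit and some replicate under it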;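 note: myotubes were challenged with 10 µM simvastatin during compound exposure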
SIRT5 inh = SIRT5 desuccinylase inhibitors, primary screen, biochemical, fluorescence imaging, single point, set 5; NAD-dependent protein deacylase sirtuin-5, mitochondrial (Homo sapiens), Q9NXA8; Purified SirT5, succinyl-peptide AMC, trypsin-coupled fluorescence; inhibition, % at 15 µM; 330,000 tested, 1.1% active; in the data active = inhibition above about 15%; inconclusive = no clear call, values can overlap the other calls
Target sequence (Q9NXA8 whole entry, looked up): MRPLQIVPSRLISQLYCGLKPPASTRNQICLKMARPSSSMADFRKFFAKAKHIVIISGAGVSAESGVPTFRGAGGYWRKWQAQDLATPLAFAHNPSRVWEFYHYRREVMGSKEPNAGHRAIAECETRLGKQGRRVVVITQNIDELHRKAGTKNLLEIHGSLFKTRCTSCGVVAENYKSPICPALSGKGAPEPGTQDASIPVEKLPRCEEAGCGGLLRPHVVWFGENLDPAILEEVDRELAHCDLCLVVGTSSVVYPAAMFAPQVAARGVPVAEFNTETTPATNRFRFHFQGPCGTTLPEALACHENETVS
ERp5 inh = inhibitors of ERp5-driven insulin aggregation, primary screen, biochemical, turbidity, absorbance 650 nm, single point; 90 min; inhibition, % at 9.99 µM; 350,000 tested, 0.05% active; AID 651711, 2012;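 active = mean replicate inhibition above about 25%, with every replicate also reaching it, limit read from the data, passing the limit was not always enough; inconclusive = only one of those two criteria met; inactive = neither criterion met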
Target sequence (Q15084 whole entry, looked up): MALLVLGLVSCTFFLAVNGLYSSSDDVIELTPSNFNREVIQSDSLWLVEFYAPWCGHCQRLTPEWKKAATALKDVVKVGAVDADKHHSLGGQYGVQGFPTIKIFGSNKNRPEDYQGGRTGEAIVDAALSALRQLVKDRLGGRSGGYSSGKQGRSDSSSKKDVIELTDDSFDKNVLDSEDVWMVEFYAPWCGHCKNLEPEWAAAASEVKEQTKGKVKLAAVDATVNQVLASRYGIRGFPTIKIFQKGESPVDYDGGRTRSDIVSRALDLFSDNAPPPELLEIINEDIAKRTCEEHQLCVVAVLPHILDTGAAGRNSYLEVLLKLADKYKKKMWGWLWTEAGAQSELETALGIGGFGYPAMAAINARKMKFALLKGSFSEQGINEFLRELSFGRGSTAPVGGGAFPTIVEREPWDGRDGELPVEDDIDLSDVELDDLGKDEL
An asterisk follows results filed as active; ? = inconclusive; . = no result given; [ ] = dose if it differs, or a comment.

mol	miR-122 sensor	esBAF inh	Cneo AK release	ARNT TACC3 PPI	Statin myotox sup	SIRT5 inh	ERp5 inh
O=P(O)(CP(=O)(c1ccccc1)c1ccccc1)c1ccccc1O	-4	-7	0	6	-28	.	.
CCOC(=O)CNC(=O)CNC(=O)c1ccc(OC)cc1	2	.	8	-1	.	.	.
Cn1c(/N=C/c2c[nH]c3ccccc23)nc2ccccc21	-3	-5	0	-3	2	.	.
C[C@H]1CCCCO[C@@H](CN(C)C(=O)Nc2ccc(F)cc2)[C@@H](C)CN([C@@H](C)CO)C(=O)c2cc(NC(=O)c3ccccc3)ccc2O1	-6[16.7 µM]	7	58	-4	.	6	0
COc1cc(C2SCCS2)cc(Br)c1Oc1ncccc1[N+](=O)[O-]	6	.	-2	7	.	.	0
Cc1ccc(S(=O)(=O)N[C@@H]2CC[C@@H](CCNC(=O)C3CC3)O[C@@H]2CO)cc1	.	-2	-2	-9	2	3	-6
CC(=O)NC[C@@H]1[C@@H](c2ccc(-c3ccccc3F)cc2)[C@H](CO)N1C(=O)C1CC1	-14[16.7 µM]	-2	6	-4	15	2	4
COc1ccccc1N1CCN(C(=O)CCc2c[nH]c3ccccc23)CC1	.	.	.	3	.	-5	1
COc1ccccc1CCNC(=O)c1cnn2c(C(F)F)cc(C)nc12	2	-1	-3	-4	-3	-1	-4
Cc1ccc(C(=O)NCCNC(=O)c2ccc(C)o2)o1	-3	-4	-1	-1	-9	-8	3
COc1cccc(OCCn2cc(C=O)c3ccccc32)c1	-2	5	3	11	5	-2	-1
COc1ccc(C#Cc2cnc3c(c2)C(=O)N([C@@H](C)CO)C[C@H](C)[C@H](CN(C)CC2CCCC2)O3)cc1	-19[16.7 µM]	-1	4	2	10	4	3
Cc1cc(NC(=O)CCCn2ccc([N+](=O)[O-])n2)n(Cc2ccc(F)cc2)n1	0	0	.	0	9	1	-3
COc1ccc(S(=O)(=O)N2CCOCC2)cc1NC(=O)Cc1ccsc1	.	-2	4	-13	-3	.	2
CO[C@H]1CN(C)C(=O)c2ccc(NC(=O)c3ccccc3)cc2OC[C@@H](C)N(C)C[C@H]1C	1[16.7 µM]	6	0	-12	2	-1	-3
CCOC(=O)c1sc(=NC(=O)c2ccccc2Br)n(C)c1C	.	58*	0	4	-23	-4	-1
Cc1nn(C)cc1C(C)NC(=O)c1cc(COc2ccc(F)c(F)c2)on1 (stereo unspecified)	-4	13	0	10	7	0	2
O=C(NNS(=O)(=O)c1ccc2ccccc2c1)c1cccnc1	5	.	-1	3	.	.	.
C[C@@H](NC(=O)C[C@H]1C[C@@H]2c3cc(NC(=O)C4CCOCC4)ccc3O[C@@H]2[C@H](CO)O1)c1ccccc1	-2[16.7 µM]	-3	-1	-2	-2	-1	3
Cc1ccc2c(C)c(C(=O)N3CCC(C(N)=O)(N4CCCCC4)CC3)oc2c1C	-3	0	0	.	-11	2	1
Cc1cc(C(=O)Nc2cccc([N+](=O)[O-])c2C)cs1	.	9	0	-9	-6	1	2
Cc1nc2nc(CC(=O)O)[nH]n2c(=O)c1[N+](=O)[O-]	.	.	.	1	.	0	3
C=CCn1c(SCc2nc3ccccc3c(=O)[nH]2)nc2scc(C3CC3)c2c1=O	.	.	.	-7	.	-1	4
CSc1c(CC(=O)Nc2ccc(F)cc2)n(Cc2ccccc2)c2ccccc12	.	.	.	-6	.	3	0
O=C(Nc1ccc(Cl)cc1)c1cccc(N2C(=O)C3C4CCC(C4)C3C2=O)c1 (stereo unspecified)	0	.	0	31	.	.	.
C[C@@H]1CN([C@H](C)CO)C(=O)c2cc(NC(=O)c3ccncc3)ccc2O[C@@H](C)CCCCO[C@H]1CN(C)C(=O)Nc1ccccc1	5[16.7 µM]	4	-1	0	.	-1	1
Cc1cc(C)c(S(=O)(=O)/N=C2\C=C(Nc3ccc(C(=O)O)cc3)C(=O)c3ccccc32)c(C)c1	32	7	0	.	-565	-3	3
C=CCN(C(=O)CCC(=O)O)C1CC(=O)N(c2ccc(OCCC)cc2)C1=O (stereo unspecified)	7	0	1	3	5	.	.
CCC1(c2ccc(F)cc2)NC(=O)N(CC(=O)N2CCc3ccccc3C2)C1=O (stereo unspecified)	.	.	.	4	.	-2	-2
C[C@H](NC(=O)N1CCn2c1nc1ccccc12)C(=O)NCCc1ccccc1	-3	-1	0	-3	-3	-1	1
COc1ccc(-c2ccc3oc(-c4ccc(OC)cc4)c(C#CCCO)c3c2)cc1	22	-1	0	-20	8	.	3
Cc1c(C(=O)O)oc2c1/C(=N\O)CCC2	.	.	.	1	.	-6	-1

Random excerpt: 2 compounds from above
mol	miR-122 sensor	esBAF inh	Cneo AK release	ARNT TACC3 PPI	Statin myotox sup	SIRT5 inh	ERp5 inh
CCC1(c2ccc(F)cc2)NC(=O)N(CC(=O)N2CCc3ccccc3C2)C1=O (stereo unspecified)	.	.	.	4	.	-2	-2
C=CCN(C(=O)CCC(=O)O)C1CC(=O)N(c2ccc(OCCC)cc2)C1=O (stereo unspecified)	7	0	1	3	5	.	.

(further entries)
mol	miR-122 sensor	esBAF inh	Cneo AK release	ARNT TACC3 PPI	Statin myotox sup	SIRT5 inh	ERp5 inh
CCOC(=O)c1c(C)c(C(=O)NC(C)COC)c(C)n1C (stereo unspecified)	-2	-4	.	-2	1	.	.
O=C(CCCOc1ccc(Cl)cc1Cl)N/N=C\C1CCCCC1	-3	-2	0	-1	26	-8	4
CC1(C)Cc2nc3sc(C(=O)NCCO)c(N)c3cc2CO1	-9	25	0	-5	2	.	.
Cc1cccc(N2CN=c3s/c(=C\c4ccccn4)c(=O)n3C2)c1	-3	9	1	-3	7	9	2
CCCCCc1ccc(S(=O)(=O)Nc2cc(C)ccn2)cc1	.	.	.	-1	.	1	-5
O=C(COC(=O)c1ccc(-c2ccccc2)cc1)Nc1ccccc1-c1ccccc1	-10	.	4	0	.	.	.
Cc1ccc(S(=O)(=O)N(C)C[C@H]2Oc3cc(C#Cc4ccncc4)ccc3S(=O)(=O)N([C@@H](C)CO)C[C@H]2C)cc1	-13[16.7 µM]	0	-7	1	-37	18*	15
COc1ccccc1N1CCN(S(=O)(=O)c2ccc(-c3ccc(=O)[nH]n3)o2)CC1	-7	1	.	-1	0	-1	-4
CO[C@@H](CN(C)C(=O)Nc1ccc(F)cc1)[C@@H](C)CN(Cc1ccccc1Cl)[C@@H](C)CO	.	-2	6	26	-15	-1	-2
CC(C)(C)NC(=O)CN1C(=O)c2cccc3cccc1c23	-7	3	1	.	12	2	4
Cc1noc(C)c1NC(=O)Nc1ccc2c(c1)CC(=O)N([C@H](C)CO)C[C@H](C)[C@@H](CN(C)Cc1ccc(Cl)c(Cl)c1)O2	63[16.7 µM]	3	-1	-1	44	0	-2
Cc1c(C(=O)NCc2ccc3c(c2)OCO3)sc(=O)n1Cc1ccc(S(=O)(=O)N(C)C)cc1	.	-16	0	.	-2	.	3
C[C@@H]1CN([C@@H](C)CO)C(=O)c2cc(NS(=O)(=O)c3ccc(F)cc3)ccc2O[C@H]1CN(C)Cc1ccc(C(F)(F)F)cc1	-6[16.7 µM]	0	.	.	7	.	.
Cc1ccc(S(=O)(=O)N2CCCC(C)C2)cc1 (stereo unspecified)	0	3	3	-8	7	-1	5
O=C(CN1C(=O)C2CCCCC2C1=O)Nc1nc(-c2ccc(F)cc2)cs1 (stereo unspecified)	5	.	2	-13	-27	-2	2
Cc1noc(C)c1NC(=O)N(C)C[C@H]1Oc2ccc(NC(=O)NC3CCCCC3)cc2CC(=O)N([C@@H](C)CO)C[C@H]1C	-8[16.7 µM]	-1	2	9	-11	-1	-1
COc1ccc(-c2nnc(SC)n2C)cc1	-4	9	-4	-2	3	.	.
CSCCC(NC(=O)c1ccccc1Br)C(=O)N1CCN(C/C=C/c2ccccc2)CC1 (stereo unspecified)	2	-6	0	.	-148	1	3
CCOC(=O)c1c(C)[nH]c(C(=O)N/N=C/c2ccc(OC)c(OC)c2)c1C	9	-14	1	1	-34	1	7
NS(=O)(=O)c1ccc(CNC(=O)c2cnccn2)cc1	0	-2	5	6	2	-13	7
CCn1cc(/C=C(\NC(=O)c2ccc(OC)c(OC)c2)C(=O)NCCN2CCOCC2)c2ccccc21	-7	-5	.	0	5	0	-6
COC(=O)C1=C(N)OC2=C(C(=O)CC(C)(C)C2)C1c1cccs1 (stereo unspecified)	0	-6	-6	-3	16	.	.
COc1ccccc1NC(=O)N(CCN1CCCC1)Cc1cc2cc(C)ccc2[nH]c1=O	-5	1	3	7	-45	.	.
CC1=C(C(N)=O)C(c2cccs2)NC(=O)N1 (stereo unspecified)	5	-10	18	-2	25	-6	-2
Cn1c2ccccc2c2c(C(=O)NCC3CCCO3)cn(C3CCCC3)c(=O)c21 (stereo unspecified)	3	-2	1	-5	-10	.	.
Cc1cc2n(n1)SC(Nc1cccc3ccccc13)N2 (stereo unspecified)	8	50*	1	-4	0	.	.
CCOC(=O)C(=O)N1CCC(Cc2ccccc2)CC1	.	.	.	2	.	0	2
c1c2c(cc3sc(N4CCOCC4)nc13)OCCO2	-3	-79	-4	-10	-70	.	.
O=C(Nc1ccc(F)cc1)c1ccc(CN2CCc3ccccc3C2)cc1	-11	-4	6	1	0	-3	-3
CCOC(=O)c1c(NC(=O)N/N=C/c2ccccc2OCC)sc(C(C)=O)c1C	-14	-7	-2	.	-7	1	-1
COc1ccccc1/C=C/C(=O)OCC(=O)Nc1ccc2c(c1)OCCO2	-8	0	2	-5	3	-3	6
COc1ccc(S(=O)(=O)Cc2ccc(C(=O)NCc3ccc(C)cc3)o2)cc1	1	-2	-1	3	-7	-2	5
COc1ccc(OCC(=O)N2CCC3(CC2)CC(=O)c2ccccc2O3)cc1	.	12	0	0	13	-1	-2
Cc1ccc(S(=O)(=O)N2CCCCCC2)cc1C(=O)NCc1ccccn1	.	-5	-3	27	-26	-4	-2
C[C@@H]1CN([C@H](C)CO)C(=O)c2cc(C#C[C@@H](C)O)cnc2O[C@@H]1CN(C)C(=O)c1ccccc1	-7[16.7 µM]	-1	-1	-1	-15	-3	-4
CSc1nc(C)c(C(=O)C[n+]2ccccc2)cc1C#N	0	.	-1	-5	.	-6	9
CCc1nnc(NC(=O)c2ccc(S(=O)(=O)N3CCCC(C)C3)cc2)s1 (stereo unspecified)	0	7	-1	-3	-4	0	3
Nc1nc(SCCO)[nH]c(=O)c1NC(=O)c1ccccc1F	7	3	0	1	3	0	-2
O=C(C[C@@H]1C[C@H]2c3cc(NS(=O)(=O)c4ccc(F)cc4)ccc3O[C@H]2[C@@H](CO)O1)N1CCCCC1	4[16.7 µM]	3	44	-14	0	2	0
CC(=O)N1CCN(Cc2cc(=O)oc3cc(C)ccc23)CC1	2	3	-1	.	1	-2	-2
C(=NN=C1c2ccccc2-c2ccccc21)c1c[nH]c2ccccc12	.	.	.	9	.	-3	-4
Cc1noc(C)c1NC(=O)Nc1cccc2c1O[C@@H](CN(C)Cc1ccc(-c3ccccc3)cc1)[C@H](C)CN([C@@H](C)CO)C2=O	-11[16.7 µM]	-3	-2	6	?	1	0
CC(C)(C)NS(=O)(=O)c1ccc(CCC(=O)NCc2cccnc2)cc1	.	-8	1	-4	1	.	.
Cc1ccc(S(=O)(=O)NNC(=O)C(O)(c2ccccc2C)c2ccccc2C)cc1	2	3	4	-5	-6	-2	-4

From PubChem BioAssay
